High-throughput results from PubChem BioAssay.
CSM14.1 death rescue – protection against thapsigargin-triggered cell killing – 384-well, CSM14.1, ATP luminescence, primary screen (AID 1222). 190,000 tested, under 10 active. cellular ATP content (survival), % at 20 µM; hits with a dose series show EC50 in µM. CSM14.1 thapsigargin-induced death rescue, ATP luminescence; higher % means a stronger effect;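 active = EC50 below 50 µM in the dose-response confirmation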;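 also: death triggered by thapsigargin at about 15 µM added after 2 h compound pretreatment; cell ATP read after overnight thapsigargin exposure of roughly 18 to 22 hours; normalized against plate controls of thapsigargin alone and 5% DMSO vehicle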
Myeloid diff 2 – myeloid differentiation induction; ER-HoxA9 myeloid progenitors, lysozyme-GFP differentiation, flow cytometry; 1% of 360,000 active; calls only at 10 µM; AID 624256;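 active = normalized GFP-positive differentiation at or above the plate's own cutoff, the solvent-only control mean plus 3 SD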;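 also: cells exposed to compound for four days before flow analysis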
TNAP activators – stimulation of alkaline phosphatase TNAP activity – biochemical, luminescent, no phosphate acceptor, uHTS, primary screen (AID 1001); purified TNAP, luminescent activation assay, no phosphate acceptor; higher activation fold means a stronger effect; activation fold at 20 µM, or EC50 in µM where a hit was titrated; 0.03% of 200,000 active; in the data active = activation fold from about 3, or a potency from the dose series; inactive = the rest, 99 in 100 with activation fold below about 1.6; also: many of its hits are not listed in these tables
UTI89 phage lysis – protection from phage-mediated lysis, alamar blue read-out – E. coli UTI89, K1F phage, bacterial capsule biogenesis inhibitors (AID 488966). 0.02% of 340,000 active. E. coli UTI89 K1F phage lysis, alamar blue, 2 h; higher % means a stronger effect. inhibition, % at 100 µM; hits with a dose series show IC50 in µM;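 active = phage lysis inhibition, versus mean bacterial control, above a set limit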;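 also: capsule biogenesis inhibitors block K1F phage lysis so surviving cells raise fluorescence; higher fluorescence means more inhibition of phage lysis; actives were called in the ten point dose series up to 300 µM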
P. falciparum M1AAP – malaria alanyl aminopeptidase activity blockers – biochemical, fluorogenic H-Leu-NHMec substrate, 1536-well (AID 1445); recombinant M1AAP, H-Leu-NHMec fluorogenic kinetic assay; higher % means a stronger effect; one-dose inhibition, % at 30 µM; IC50 in µM for titrated hits; 0.42% of 220,000 active;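 active = primary inhibition above the hit cutoff, then over 50% inhibition at one or more dose response concentrations, cut at about 23% in these data, passing the limit was not always enough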;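 also: plate controls were DMSO full reaction for no effect and no enzyme background for full effect; strong numbers were not always called active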
Hep lipid drop – modulators of hepatic lipid droplet formation. AML12 mouse hepatocytes, oleate lipid droplets, BODIPY imaging. inhibition, % at 6.5 µM. 0.4% of 240,000 active;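 active = lipid droplet intensity inhibited by at least 50%, with more than 500 cells counted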
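Technique: fluorescence imaging, 20x objective, two fields per well / Assay system: AML12 hepatocytes (mouse) / Measure: % inhibition of lipid droplet signal / Doses: 6.5 µM single-point dosing / Incubation: overnight exposure / Reagent: 100 µM oleic acid challenge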
human PMI inhibition – inhibitors of human PMI, primary screen, biochemical, fluorescence intensity, coupled assay (AID 1209); purified PMI enzyme, coupled fluorescence intensity; higher % means a stronger effect; inhibition, % at 20 µM, or IC50 in µM where a hit was titrated; 0.42% of 190,000 active;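 also: plate controls were DMSO vehicle for no effect and wells lacking substrate for full effect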
WT yeast gro inh – growth inhibition of WT yeast, mitochondrial fusion screen; mitochondrial fusion phenotypic screen, WT strain; inhibition, % at 10 µM; 2.1% of 190,000 active; AID 1362; in the data active = inhibition above about 58%; tested in S. cerevisiae
human PMI inhibitors – MPI inhibition at elevated mannose 6-phosphate – biochemical, fluorescence intensity, high mannose 6-phosphate, primary screen (AID 1220). inhibition, % at 20 µM, or IC50 in µM where a hit was titrated. 0.66% of 190,000 active. recombinant PMI enzyme, coupled fluorescence intensity; higher % means a stronger effect
WT yeast gro inh mutant strain – recorded beside WT yeast gro inh, whose call it bears; inhibition, %; mitochondrial fusion phenotypic screen, mutant strain inhibition
Hep lipid drop cells 6.5 µM – second read-out of Hep lipid drop, no call of its own (marks repeat the call); cell count; measured here: cell count, cytotoxicity flag;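 cells counted across two imaged fields per well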
Myeloid diff 2 GFP+ MAC1+ % – recorded beside Myeloid diff 2, whose call it bears; GFP+ MAC1+ double positive, %; measured here: differentiation confirmed by MAC1 staining
Starred values were filed as active, the others as inactive; i = inactive; . = not tested or not shown; + = active, no number; [ ] = another dose, or the depositor's remark. Rule as the data show it, unless noted: active = inhibition above about 50%; inactive = the rest.

SMILES	CSM14.1 death rescue	Myeloid diff 2	Myeloid diff 2 GFP+ MAC1+ %	TNAP activators	UTI89 phage lysis	P. falciparum M1AAP	Hep lipid drop	Hep lipid drop cells 6.5 µM	human PMI inhibition	WT yeast gro inh	WT yeast gro inh mutant strain	human PMI inhibitors
O=C(NC1CCCCC1)C(c1cccs1)N(Cc1cccs1)C(=O)c1cccs1 (stereo unspecified)	-1.8%	i	0.4	1.1	1.1%	7.9%	-42.5	695	8.8%	20.8	5.0	4.6%
O=C(c1ccc2ccccc2c1)N1CCN(c2ccc(O)cc2)CC1	1.6%	i	0.0	1.1	0.8%	0.3%	.	.	14.0%	21.4	20.3	21.6%
COc1cc(Br)c(S(=O)(=O)Nc2c(C)n(C)n(-c3ccccc3)c2=O)cc1OC	-0.3%	i	2.6	1.1	1.2%	-0.7%	4.8	734	3.6%	-5.6	-2.0	-1.6%
Cc1ccc(-c2nc(SCC(=O)NCC3CCCO3)c(-c3ccc(C)cc3)[nH]2)cc1 (stereo unspecified)	-2.1%	i	9.5	1.1	1.5%	0.8%	34.0	748	17.4%	-8.2	-6.1	9.1%
CSc1ncccc1C(=O)OCC(=O)NCc1ccc2c(c1)OCO2	-0.9%	i	0.3	1.1	0.3%	-2.3%	1.0	729	44.9%	-0.9	4.4	-6.8%
N#Cc1c(NC(=O)COC(=O)c2ccc(S(=O)(=O)N3CCCC3)cc2)sc2c1CCCCC2	0.5%	i	0.0	1.1	0.1%	12.7%	-31.8	697	27.0%	-2.9	20.5	21.9%
Cc1ccc(NC(=O)C(=O)Nc2ccccn2)cc1	-2.3%	i	0.8	1.1	4.9%	7.3%	-2.6	632	-0.1%	0.6	8.3	-0.9%
CC(C)(C)NC(=S)Nc1cccc(C(F)(F)F)c1	-1.9%	i	0.6	1.1	0.2%	5.7%	1.7	696	4.8%	-1.5	-22.3	2.1%
O=C(c1nn2c(C(F)(F)F)cc(-c3cccs3)nc2c1Cl)N1CCCc2ccccc21	18.3%	+	15.8*	0.8	3.3%	8.4%	53.4*	666*	-11.4%	-3.9	-6.5	-21.5%
COc1ccc(CCNC(=S)Nc2cccc(C)c2C)cc1	0.2%	i	0.3	1.2	-0.1%	7.1%	.	.	0.0%	56.3	22.6	-4.3%
NCCCC[C@H]1CNC(=O)C(=O)N1CCCCC1CCCCC1	.	i	1.2	.	7.4%	1.2%	23.6	609	.	.	.	.
CCOc1ccc2nc(N3C(=O)CNC3=S)sc2c1	.	i	0.3	.	0.0%	4.8%	5.0	764	.	.	.	.
Cc1cccc(N(CC(=O)NCCSc2nc3ccccc3s2)S(=O)(=O)c2ccccc2)c1	-3.2%	.	.	1	.	4.2%	-7.9	587	11.8%	-16.1	6.9	4.5%
O=S(=O)(CC(O)CS(=O)(=O)c1ccc(Cl)cc1)c1ccccc1 (stereo unspecified)	.	i	0.6	.	0.3%	-1.2%	-6.0	698	.	.	.	.
Cc1c(Cl)cccc1NC(=O)c1nc(C)n(-c2cc(OC(C)C)c(Cl)cc2Cl)n1	-0.4%	i	1.0	1	0.9%	5.4%	.	.	5.6%	75.2*	55.2*	13.1%
CCN(CC)CCNC(=O)c1sc2ncn(CC(=O)Nc3ccc(C)c(Cl)c3)c(=O)c2c1C	0.0%	i	0.6	1	0.1%	-1.8%	-23.3	690	3.6%	1.1	-0.4	5.9%
O=C1CNC(=S)N1CCc1ccc(Cl)cc1	.	i	0.9	.	3.0%	1.4%	12.5	710	.	.	.	.
O=S(=O)(c1ccc(Cl)cc1)N1CCCC1c1nc(-c2cccc(Cl)c2)no1 (stereo unspecified)	-1.0%	i	1.4	1.2	-0.4%	1.3%	-0.9	643	20.1%	5.5	12.7	24.2%
COc1ccc(Cn2c(=O)n(Cc3ccco3)c(=N)c3c4c(sc32)COC(C)(C)C4)cc1	1.1%	i	0.9	1.1	0.6%	1.0%	.	.	6.9%	3.1	1.3	4.7%
COc1ccc(Nc2nnc(SCC3CCCO3)s2)cc1 (stereo unspecified)	0.5%	i	0.9	1.1	0.8%	2.4%	-10.6	661	-1.4%	18.3	1.8	-5.3%
CCOC(=O)CSc1nc(C)c2ccc(C)cc2n1	-3.9%	i	0.8	1.1	0.8%	-2.4%	-1.6	703	2.1%	2.3	-19.8	-3.9%
c1ccc(Oc2nc3ccccc3n3cccc23)cc1	4.0%	i	0.4	1.1	0.9%	-4.5%	.	.	17.4%	18.7	-0.1	15.2%
NS(=O)(=O)c1ccc(NC(=O)c2ccc(CNS(=O)(=O)c3cc(C(F)(F)F)ccc3Cl)cc2)cc1	3.4%	i	0.9	1.1	0.3%	-1.1%	-1.6	713	8.0%	4.7	8.1	-0.9%
CCOc1ccc(NC(=O)/C=C/c2ccccc2)c([N+](=O)[O-])c1	1.5%	i	0.9	1	6.1%	3.1%	-21.4	516	4.9%	-10.7	-4.1	1.7%
O=C(Nc1cccc(F)c1)N1CCCC(CNS(=O)(=O)Cc2ccccc2)C1 (stereo unspecified)	-1.2%	i	0.3	1.1	-0.2%	-1.0%	-1.3	710	19.8%	-10.7	7.9	12.8%

Other entries follow.
SMILES	CSM14.1 death rescue	Myeloid diff 2	Myeloid diff 2 GFP+ MAC1+ %	TNAP activators	UTI89 phage lysis	P. falciparum M1AAP	Hep lipid drop	Hep lipid drop cells 6.5 µM	human PMI inhibition	WT yeast gro inh	WT yeast gro inh mutant strain	human PMI inhibitors
COc1cc(/C=N/NC(=O)c2cccc([N+](=O)[O-])c2)ccc1OCc1ccc(C)cc1	-4.1%	i	1.1	1.1	0.3%	4.7%	.	.	-2.2%	0.1	-26.5	-3.5%
CC[N+]1(CC)CC2=Cc3ccccc3CC2C1 (stereo unspecified)	-0.4%	i	1.9	1	-0.1%	5.1%	7.1	681	-13.4%	0.7	-6.6	34.1%
CC(C)(C)CC(=O)Nc1nn[nH]n1	-0.1%	i	0.9	1	1.4%[50 µM]	-0.2%	14.5	653	-8.9%	14.6	21.7	-6.4%
COc1ccccc1C(=O)NC(=O)OCCn1c(C)cnc1[N+](=O)[O-]	0.0%	.	.	1.1	0.3%	5.8%	13.1	689	-2.9%	-2.4	-6.4	-2.4%
OCC1(CC2CCCCO2)CCN(Cc2nc3ccccc3[nH]2)CC1 (stereo unspecified)	-0.1%	i	0.7	1.2	-0.3%	.	-3.5	705	-26.5%	-9.7	0.6	-5.2%
COC(=O)[C@H](Cc1ccccc1)NC(=O)N1CCN(c2ccc(F)cc2)CC1	.	i	0.2	.	-1.6%	-1.1%	8.0	753	.	.	.	.
CCN(CC)S(=O)(=O)c1cccc(-c2nn(-c3ccccc3)cc2/C=C(\C#N)C(=O)NCc2ccco2)c1	4.2%	i	1.4	1	1.2%[50 µM]	-3.0%	-9.2	524	-1.3%	-9.4	-17.0	-4.4%
CCOC(=O)NC(NS(=O)(=O)c1ccccc1)(C(=O)OCC)C(F)(F)F (stereo unspecified)	-0.7%	i	0.6	1.1	1.9%[50 µM]	10.2%	2.2	690	-0.2%	4.6	-3.1	3.9%
O=C(NC1CCCCCC1)C1c2ccccc2C(=O)N1Cc1cccs1 (stereo unspecified)	5.5%	i	0.3	1.1	0.2%	4.4%	-0.9	658	-1.7%	-10.2	-32.9	-16.2%
O=C(NS(=O)(=O)c1ccc(Cl)cc1)c1ccccc1	-0.8%	i	0.4	1.1	0.1%	-5.2%	-12.6	662	-29.7%	6.7	9.4	-15.9%
COC(C[C@H](O)[C@H](C)[C@H](O)COCc1ccccc1)OC	.	i	2.3	.	-0.1%	-2.1%	24.5	734	.	.	.	.
Cc1c(O)ccc2c3c(c(=O)oc12)CCCC3	-1.7%	i	0.8	1.1	-0.8%	20.9%	6.4	777	4.8%	-14.3	-31.3	-2.0%

An excerpt taken from the entries so far, for reference:
SMILES	CSM14.1 death rescue	Myeloid diff 2	Myeloid diff 2 GFP+ MAC1+ %	TNAP activators	UTI89 phage lysis	P. falciparum M1AAP	Hep lipid drop	Hep lipid drop cells 6.5 µM	human PMI inhibition	WT yeast gro inh	WT yeast gro inh mutant strain	human PMI inhibitors
O=C(Nc1cccc(F)c1)N1CCCC(CNS(=O)(=O)Cc2ccccc2)C1 (stereo unspecified)	-1.2%	i	0.3	1.1	-0.2%	-1.0%	-1.3	710	19.8%	-10.7	7.9	12.8%
COc1cc(/C=N/NC(=O)c2cccc([N+](=O)[O-])c2)ccc1OCc1ccc(C)cc1	-4.1%	i	1.1	1.1	0.3%	4.7%	.	.	-2.2%	0.1	-26.5	-3.5%
CC[N+]1(CC)CC2=Cc3ccccc3CC2C1 (stereo unspecified)	-0.4%	i	1.9	1	-0.1%	5.1%	7.1	681	-13.4%	0.7	-6.6	34.1%
CC(C)(C)CC(=O)Nc1nn[nH]n1	-0.1%	i	0.9	1	1.4%[50 µM]	-0.2%	14.5	653	-8.9%	14.6	21.7	-6.4%
COc1ccccc1C(=O)NC(=O)OCCn1c(C)cnc1[N+](=O)[O-]	0.0%	.	.	1.1	0.3%	5.8%	13.1	689	-2.9%	-2.4	-6.4	-2.4%
OCC1(CC2CCCCO2)CCN(Cc2nc3ccccc3[nH]2)CC1 (stereo unspecified)	-0.1%	i	0.7	1.2	-0.3%	.	-3.5	705	-26.5%	-9.7	0.6	-5.2%
COC(=O)[C@H](Cc1ccccc1)NC(=O)N1CCN(c2ccc(F)cc2)CC1	.	i	0.2	.	-1.6%	-1.1%	8.0	753	.	.	.	.
CCN(CC)S(=O)(=O)c1cccc(-c2nn(-c3ccccc3)cc2/C=C(\C#N)C(=O)NCc2ccco2)c1	4.2%	i	1.4	1	1.2%[50 µM]	-3.0%	-9.2	524	-1.3%	-9.4	-17.0	-4.4%
CCOC(=O)NC(NS(=O)(=O)c1ccccc1)(C(=O)OCC)C(F)(F)F (stereo unspecified)	-0.7%	i	0.6	1.1	1.9%[50 µM]	10.2%	2.2	690	-0.2%	4.6	-3.1	3.9%
O=C(NC1CCCCCC1)C1c2ccccc2C(=O)N1Cc1cccs1 (stereo unspecified)	5.5%	i	0.3	1.1	0.2%	4.4%	-0.9	658	-1.7%	-10.2	-32.9	-16.2%
